Screening data as filed in PubChem BioAssay.
FEN1 inh: qHTS Assay for the Inhibitors of Human Flap endonuclease 1 (FEN1) | P39748 | Recombinant FEN1 flap cleavage, fluorescence, 15 min | Potency, µM (titrated, usually from 114 µM), for the others: top-dose activity change, negative = inhibition, most hits filed as inhibitors | 390,000 compounds, 0.35% hits; note: nearly all actives have a fitted effect of over 65% in size
Target sequence (P39748 whole entry, looked up): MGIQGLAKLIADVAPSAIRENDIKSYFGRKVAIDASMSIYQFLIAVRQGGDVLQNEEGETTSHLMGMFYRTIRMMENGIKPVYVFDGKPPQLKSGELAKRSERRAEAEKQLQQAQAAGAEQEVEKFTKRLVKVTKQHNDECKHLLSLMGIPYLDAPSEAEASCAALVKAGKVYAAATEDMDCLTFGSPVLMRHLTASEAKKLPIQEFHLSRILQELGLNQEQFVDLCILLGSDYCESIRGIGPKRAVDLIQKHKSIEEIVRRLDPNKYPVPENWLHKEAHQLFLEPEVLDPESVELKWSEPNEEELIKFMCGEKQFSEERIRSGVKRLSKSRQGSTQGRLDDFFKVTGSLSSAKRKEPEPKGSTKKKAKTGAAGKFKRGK
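Steps: FEN1 (10 nM) dispensed; compound added by pin tool; 15 min at room temperature; substrate added to 50 nM final; reads at 0 min and 15 min; data normalized and fitted (four-parameter Hill).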
TDP1 inh: qHTS Assay for Inhibitors of Tyrosyl-DNA Phosphodiesterase (TDP1); Potency, µM (highest dose often 130 µM), for inactives: top-dose activity change, negative = inhibition, actives largely listed as inhibitors; Tyrosyl-DNA phosphodiesterase 1 (Homo sapiens), Q9NUW8; recombinant TDP1, AlphaScreen DNA substrate cleavage; 350,000 compounds, 0.28% hits; note: nearly all actives have a fitted effect of over 40% in size
Target sequence (Q9NUW8 whole entry, looked up): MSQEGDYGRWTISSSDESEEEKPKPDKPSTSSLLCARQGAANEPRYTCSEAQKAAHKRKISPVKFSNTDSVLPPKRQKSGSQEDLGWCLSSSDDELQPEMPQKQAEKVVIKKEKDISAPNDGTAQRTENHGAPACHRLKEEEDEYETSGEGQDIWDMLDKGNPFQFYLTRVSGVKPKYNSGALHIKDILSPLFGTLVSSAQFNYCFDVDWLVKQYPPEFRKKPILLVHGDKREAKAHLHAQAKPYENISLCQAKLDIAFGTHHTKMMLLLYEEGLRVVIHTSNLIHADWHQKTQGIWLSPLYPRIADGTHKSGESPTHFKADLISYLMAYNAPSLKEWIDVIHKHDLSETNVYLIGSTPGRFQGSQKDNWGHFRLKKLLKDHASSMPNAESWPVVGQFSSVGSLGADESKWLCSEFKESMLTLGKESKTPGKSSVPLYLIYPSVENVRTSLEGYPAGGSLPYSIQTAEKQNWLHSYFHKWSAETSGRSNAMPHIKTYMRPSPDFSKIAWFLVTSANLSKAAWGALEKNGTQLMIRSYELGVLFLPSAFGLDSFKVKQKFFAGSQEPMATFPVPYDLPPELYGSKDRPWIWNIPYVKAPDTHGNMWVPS
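AlphaScreen read-out: signal falls as enzyme removes the 3' tyrosine-FITC from a 5'-biotinylated DNA oligo (15 nM, 5 min, RT). Enzyme was E. coli-made recombinant Tdp1 at 1 nM, exposed to compound for 15 min beforehand; beads 10 ug/ml, 10 min.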
N370S GC: qHTS Assay for Inhibitors and Activators of N370S glucocerebrosidase as a Potential Chaperone Treatment of Gaucher Disease | Lysosomal acid glucosylceramidase (Homo sapiens), P04062 | N370S GC spleen homogenate, 4MU-glucoside fluorescence | Potency, µM (series often up to 59.4 µM), for inactives: at the highest dose activity change, negative = inhibition, actives largely listed as inhibitors | 330,000 compounds, 0.092% hits;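 note: 0% = full enzyme activity and -100% = no enzyme basal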
* marks the source's active call; other numbers are inactive results; ? = inconclusive; . = no result given; [ ] = another dose, or the depositor's remark. Calls come from the whole dose curve; as a rule, active = well fitted curve in the direction sought with a large enough effect; inconclusive = small, poorly fitted or top-dose-only effect, or another doubt; inactive = no such curve, though single readings can be large; an effect the other way counts as inactive or inconclusive. Unless noted, % is set by controls: 0 for no effect and ±100 for the full control effect; potency is the fitted concentration of half-maximal effect.

Sample of the layout (two entries):
item | SMILES | FEN1 inh | TDP1 inh | N370S GC
1 | CCCCc1ccc(C(=O)c2c(N)c(C(=O)Nc3cccc(OC)c3)c3ccccn23)cc1 | -5% | 8% | .
2 | Cc1ccc(NC(=O)CSc2n[nH]c(-c3ccco3)n2)cc1 | 8% | 11% | 16%

All compounds of this part, previewed entries included:
item | SMILES | FEN1 inh | TDP1 inh | N370S GC
1 | CCCCc1ccc(C(=O)c2c(N)c(C(=O)Nc3cccc(OC)c3)c3ccccn23)cc1 | -5% | 8% | .
2 | Cc1ccc(NC(=O)CSc2n[nH]c(-c3ccco3)n2)cc1 | 8% | 11% | 16%
3 | Cc1ccc(-n2c(=O)c3cccnc3n2CC(=O)Nc2ccc(C)cc2Cl)cc1 | -18% | -3% | .
4 | CC1(c2ccccc2Br)NC(=O)N(CC(=O)Nc2ccc(S(N)(=O)=O)cc2)C1=O (stereo not given) | 12% | -4% | -12%
5 | CCOc1ccc(NC(=O)CN(C)C(=O)c2cccnc2Sc2ccc(Cl)cc2)cc1OCC | 12% | 4% | -8%
6 | COC(C[C@@H](O)CC(=O)COCc1ccccc1)OC | -13% | 4% | -3%
7 | COC(=O)[C@H](Cc1ccccc1)NC(=O)NC(C)CCc1ccccc1 (stereo not given in full) | -12% | . | -1%
8 | Cc1ccc2cc(CN(CCCN3CCOCC3)C(=O)NC3CCCCC3)c(=O)[nH]c2c1C | -13% | -2% | -5%
9 | O=C(Nc1cccc(NC(=O)c2ccc(-c3ccc(Br)cc3)o2)c1)c1ccco1 | -18% | 5%[56.1 µM] | 5%
10 | Cc1nn(-c2cccc(Cl)c2)nc1C(=O)Nc1cccc(C(=O)NC2CC2)c1 | 2% | 1% | .
11 | Cc1ccc(NC(=O)CC2S/C(=N/c3nccs3)N(C)C2=O)cc1C (stereo not given) | 1% | 6% | -17%
12 | COc1ccc(-c2cc(=O)c3c(O)cc(O)c(-c4cc(-c5cc(=O)c6c(O)cc(O)cc6o5)ccc4OC)c3o2)cc1 | . | 13% | -11%
13 | Cc1cn(C2CC3OCC(NC(=O)C(Cc4ccccc4)NC(=O)OC(C)(C)C)C3O2)c(=O)[nH]c1=O (stereo not given) | -1% | 4% | -5%
14 | Cc1ccc(N/C=C/C(=O)c2ccco2)c(O)c1 | 8% | . | -2%
15 | O=S(=O)(Nc1ccccc1C(F)(F)F)c1ccc(-c2ccccn2)s1 | -4% | . | 10%
16 | O=c1c(Cl)c(N2CCN(c3ccccc3)CC2)cnn1C12CC3CC(CC(C3)C1)C2 | 1% | -3% | 0%
17 | COC(=O)c1ccc2c(=O)n(-c3ccccc3)c(SCN3C(=O)c4ccccc4C3=O)nc2c1 | 1% | -3% | 7%
18 | COc1ccc(C(=O)CSc2nnc(CNC(=O)c3ccc(OC)cc3)n2C)cc1 | -3% | 2% | 2%
19 | COc1ccccc1N1CCN(C(=O)c2cc(-c3ccc(Cl)c(Cl)c3)on2)CC1 | 0% | 5% | -2%
20 | O=C(O)C1[C@H]2C(=O)N(Cc3cccs3)C[C@]23C=C[C@H]1O3 (stereo not given in full) | 0% | 6% | 0%

Structural class: those above containing a thiophene ring, fused or not (two)
item | SMILES | FEN1 inh | TDP1 inh | N370S GC
15 | O=S(=O)(Nc1ccccc1C(F)(F)F)c1ccc(-c2ccccn2)s1 | -4% | . | 10%
20 | O=C(O)C1[C@H]2C(=O)N(Cc3cccs3)C[C@]23C=C[C@H]1O3 (stereo not given in full) | 0% | 6% | 0%

(list continues)
item | SMILES | FEN1 inh | TDP1 inh | N370S GC
21 | COc1cc(SC)ccc1C(=O)Nc1cccc(S(=O)(=O)NC2=NCCCCC2)c1 | -8% | -3% | -8%
22 | CCCCc1cc(=O)oc2c(C)c(OCC(=O)N3CCC(C(=O)O)(c4ccccc4)CC3)ccc12 | -4% | . | 0%
23 | COc1ccccc1C1C2CCCCC2(O)CCN1CC(=O)Nc1ccccc1 (stereo not given) | -15% | -2% | -5%
24 | CC1CC(C)CN(S(=O)(=O)c2ccc(NC(=O)C3CC(=O)N(Cc4ccccc4)C3)cc2)C1 (stereo not given) | -23% | -1% | 3%
25 | COc1ccc(CN(Cc2ccccc2)C(=O)CN2CCN(C)CC2)cc1COc1ccc(NC(C)=O)cc1 | -23% | -8% | .
26 | Cc1ccc(C)c(S(=O)(=O)Nc2ccc3oc(C)c(C(=O)O)c3c2)c1 | ? | . | -9%
27 | COc1cc(C(=O)Nc2nc3c(s2)Cc2c(Br)ccc(OC)c2-3)cc(OC)c1OC | -20% | 3% | .
28 | Nc1c(C(=O)NCc2ccc3c(c2)OCO3)nnn1Cc1cccc(F)c1 | 0% | 0% | 19%
29 | COc1ccc(-c2oc3ccccc3c2C#CC(C)(C)O)cc1 | -9% | -11% | .
30 | COc1ccc(-c2nsc3c(N4CCN(S(=O)(=O)c5ccccc5)CC4)ncnc23)cc1 | . | 6% | -2%
31 | O=C(O)Cn1cc(C(=O)c2ccco2)c2ccccc21 | 2% | 3% | -3%
32 | COc1ccccc1OCCC(=O)OCC(=O)Nc1cccc(Br)c1 | -10% | 2% | 4%
33 | Cc1ccc(C(=O)Nc2ccc(NC(=O)c3cccs3)cc2)cc1C | 6% | 3%[12.3 µM] | .
34 | COC(=O)c1cc(-c2ccc(C)o2)nc2ccccc12 | -12% | . | 13%
35 | CCOC(=O)C1CCN(C(=O)NS(=O)(=O)c2ccc(C)cc2)CC1 | 1% | -3% | -4%
36 | CCOC(=O)N1CCN(c2c(NCCN3CCN(c4ccccc4F)CC3)c(=O)c2=O)CC1 | -14% | . | -5%
37 | Cc1cc(NC(=O)CCC(=O)N(c2cccc(F)c2)C(C(=O)NC2CCCC2)c2ccc(C)o2)no1 (stereo not given) | 0% | 1% | -2%
38 | CSc1ccccc1C(=O)OCC(=O)N1CCCC1=O | -4% | 1% | .
39 | COc1ccccc1NC(=O)Nc1ccnn1C1CCN(C(=O)c2cccnc2)CC1 | -2% | 5% | -2%
40 | Cc1ccc(C)n1CCN1CCN(CC(=O)Nc2ccc(S(N)(=O)=O)cc2)CC1 | -5% | -1% | -1%

item | SMILES | FEN1 inh | TDP1 inh | N370S GC
41 | Cc1cccc(N2CCN(C(=O)CCCn3c(=O)[nH]c4ccsc4c3=O)CC2)c1C | 17% | 0% | .
42 | COc1ccc(-c2noc(C3CCCN(C(=O)c4ccccc4OC)C3)n2)cc1 (stereo not given) | -20% | . | -3%
43 | COC(=O)CCC(=O)c1oc2ccc(OC)cc2c1N | -9% | 0% | -5%
44 | COc1ccc(S(=O)(=O)Nc2nnc(C)s2)cc1 | 9% | 1% | 8%
45 | CCOC(=O)N1CCc2c(sc(NCc3ccc(N(C)C)cc3)c2C(=O)Nc2ccccc2OCC)C1 | 7% | 7% | .
46 | COc1cc(NC(=O)c2cccs2)c(OC)cc1NC(=O)CCC(=O)Nc1ccc(C)cc1 | 1% | . | -17%
47 | O=C(Nc1ccccc1)c1cccc(N2C(=O)C3C4CC(C(Br)C4Br)C3C2=O)c1 (stereo not given) | -17% | 2% | -6%
48 | CCCCCCCCCCC(=O)NNC(=O)c1c(O)c2ccccc2n(CC)c1=O | . | -2% | -5%
49 | COc1cccc(C(=O)N2CCc3c([nH]c4ccccc34)C2c2ccc(SC)cc2)c1 (stereo not given) | 1% | 5% | .
50 | CCCc1nc(-c2cc3ccccc3[nH]c2=O)no1 | -1% | -2% | 22%
51 | CC(C)(NC(=O)N1CCCC1)c1cccc(C(C)(C)NC(=O)N2CCCC2)c1 | -4% | 3% | -4%
52 | COc1cc(OC)cc(C(=O)Oc2c(CN3CCOCC3)cc(Cl)c3cccnc23)c1 | -3% | 5% | 1%
53 | COc1cc(OC)cc(-c2nc(-c3cccc(C)c3)no2)c1 | 2% | -1% | .
54 | FCCCOc1ccc(-c2nccc(-c3ccc(Cl)cc3)n2)cc1 | 7% | 0% | -3%
55 | NC(=O)CSc1nnc(Cc2ccc3c(c2)OCO3)n1C1CCCCC1 | -6% | 6% | -13%
56 | CN(CC(=O)Nc1ccc(F)c(F)c1)S(=O)(=O)c1cccc2nsnc12 | 15% | 3% | -15%
57 | CN(C)S(=O)(=O)n1cc(/C=C(\NC(=O)c2ccccc2Cl)C(=O)NCCN2CCOCC2)c2ccccc21 | 3% | 6% | -11%
58 | COc1ccc(N(CC(=O)NN=C2CCCC2)S(=O)(=O)c2ccccc2)cc1 | -2% | 0% | 2%
59 | CSc1ccc(CN2CCN(S(=O)(=O)Cc3ccccc3)CC2)cc1 | 3% | -7% | -6%
60 | Cc1cc(S(=O)(=O)Nc2ccc(C(=O)N3CCN(c4ccccc4O)CC3)cc2)ccc1F | -6% | 1% | -24%

An excerpt from above, showing only FEN1 inh and TDP1 inh:
nr	Molecule	FEN1 inh	TDP1 inh
49	COc1cccc(C(=O)N2CCc3c([nH]c4ccccc34)C2c2ccc(SC)cc2)c1 (stereo not given)	1%	5%
50	CCCc1nc(-c2cc3ccccc3[nH]c2=O)no1	-1%	-2%
51	CC(C)(NC(=O)N1CCCC1)c1cccc(C(C)(C)NC(=O)N2CCCC2)c1	-4%	3%
52	COc1cc(OC)cc(C(=O)Oc2c(CN3CCOCC3)cc(Cl)c3cccnc23)c1	-3%	5%

Single values from the results shown:
#60 in FEN1 inh → -6%
#45 in FEN1 inh → 7%
#43 in N370S GC → -5%
#57 in N370S GC → -11%
#53 in TDP1 inh → -1%
#44 in TDP1 inh → 1%

The results go on:
item | SMILES | FEN1 inh | TDP1 inh | N370S GC
61 | O=C(N/N=C/c1ccc(F)cc1)c1ccncc1 | 11% | . | 3%
62 | O=C(Nc1ccc(Cl)c(Cl)c1)c1ccncc1 | -1% | 5% | 4%
63 | O=S(=O)(c1ccc(NCc2ccc(F)cc2)nc1)N1CCCC1 | 5% | 0% | -7%
64 | CCCCC1=CC2=C(c3ccco3)C(=O)C(C)(OC(=O)c3ccc(OC)cc3)C(=O)C2=CN1Cc1ccco1 (stereo not given) | -2% | . | 7%[12.8 µM]
65 | O=C(Nc1ccc(N2CCOCC2)c(Cl)c1)c1cc2ccccc2o1 | 5% | 3% | 4%
66 | O=C(Nc1cccnc1)C(Cc1ccccc1)n1cccc1 (stereo not given) | 17% | 2% | -6%
67 | CC(C)(C)c1ccc(C(=O)NC2CCN(Cc3ccccc3)CC2)cc1 | 4% | . | -19%
68 | COC(=O)c1ccccc1NC(=O)CCS(=O)(=O)c1ccc(Br)s1 | 0% | 0% | -5%
69 | CCOc1cccc(-c2cc(C(=O)N3N=C(C)CC3(O)C(F)F)c3ccccc3n2)c1 (stereo not given) | -15% | 3% | -13%
70 | Cc1ccsc1/C=N/NC(=O)c1nnn(-c2nonc2N)c1-c1ccc2c(c1)OCO2 | -17% | 2% | -15%
71 | CCOc1ccc(C(=O)Nc2ccc(-c3nc4cc(CC)ccc4o3)cc2)cc1 | -1% | 1%[12.3 µM] | .
72 | O=C(NNC(=O)c1cc(-c2ccc(Cl)c(Cl)c2)nc2ccccc12)Nc1ccccc1 | 11% | 7% | 7%
73 | COc1cc(C)c(Br)cc1S(=O)(=O)NCc1ccccc1 | 7% | 0% | 7%
74 | O=C(COC(=O)c1ccc2c(c1)OCCO2)Nc1ccc(F)cc1 | -2% | -4% | 2%
75 | c1ccc2[nH]c(-c3nc4ccccc4[nH]3)nc2c1 | 5% | 7% | -13%
76 | Cc1nc2c(C(=O)NC(C)c3ccccc3)cnn2c(C)c1Cc1ccccc1 (stereo not given) | ? | 0% | .
77 | Cc1cc(Cl)n2c(nc3ccccc32)c1C#N | -22% | -3% | 11%
78 | O=C(NCCNc1nccc(C(F)(F)F)n1)c1cccs1 | 20% | -1% | 24%
79 | Nc1nonc1-n1nnc(C(=O)O)c1-c1cccs1 | 0% | 2% | 5%
80 | COc1ccc(S(=O)(=O)N(C)c2ccc(C(=O)N3CCOCC3)cc2)cc1 | -7% | 7% | 5%

item | SMILES | FEN1 inh | TDP1 inh | N370S GC
81 | COc1ccc(-c2coc3cc4oc(=O)c5ccccc5c4cc23)cc1F | -5% | 3% | -11%
82 | O=C(Cn1cc(S(=O)(=O)Cc2cccc(Cl)c2)c2ccccc21)NCCc1ccccc1 | 20% | 2% | .
83 | Cc1ccc(NNC(=O)c2c(F)cccc2Cl)cc1C | 4% | 3% | 10%
84 | C=C(C)C(=O)Nc1cccc(C2=NOC3(C2)C[C@@H](C(N)=O)N(C(=O)[C@H]2CCC(=O)N2)C3)c1 (stereo not given in full) | -13% | -6% | 10%
85 | Cc1ccc(C2(C)NC(=O)N(CC(=O)NNC(=O)c3ccoc3C)C2=O)cc1 (stereo not given) | 10% | -9%[0.505 µM] | -3%
86 | COc1ccc(C(=O)NCC(c2ccc3c(c2)OCO3)N2CCN(C)CC2)cc1OC (stereo not given) | -2% | 2% | .

No enrichment for hits (roughly 0.57% active in at least one column).
